# MT stabilize HCS: stabilizes microtubules in HeLa cells; 0.83% of 200,000 active; HeLa tubulin immunostaining HCS, 24 h; share of cells brighter than vehicle mean+2SD; % tubulin-high responders, % at 10 µM;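 active = plate Z-score above 3 for both tubulin-high and condensed-nucleus cell shares, with cell loss under 80%, at 10 µM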;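 note: anti alpha tubulin signal scored within the nucleus-defined area of each cell; some results filed as inactive read as strong as hits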
# Autophagy mod: alters autophagy in cells; MEF GFP-LC3 puncta imaging; test concentration mostly 10 µM; calls only at 10 µM (by protocol); 0.98% of 190,000 active;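 active = percentage of spot-positive cells more than 3 SD above its plate mean, without a fluorescence outlier flag or 80% toxicity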;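 note: spot-positive cell cutoff set from DMSO-treated cells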
# WT yeast gro inh: growth inhibition of WT yeast, mitochondrial fusion screen | inhibition, % at 10 µM | mitochondrial fusion phenotypic screen, WT strain | 2.1% of 190,000 active | AID 1362; in the data active = inhibition above about 58%; tested in S. cerevisiae
# b-catenin transl: beta-catenin nuclear translocation modulation; HeLa beta-catenin nuclear translocation, immunofluorescence imaging; nuclear translocation activity, % at 5 µM; 0.3% of 190,000 active;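 active = nuclear translocation activity above 50% at 5 µM, with a well cell count of 50 or more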;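 note: per-cell ratio of nuclear to cytoplasmic median beta-catenin stain intensity; plate controls were DMSO negative control for no effect and GSK-3 inhibitor IX positive control for full effect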
#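 Assay system: human HeLa cells, native beta-catenin; doses: 5 µM primary, 0.02–20 µM confirmation; incubation: compound treatment 24 h, 37°C, 5% CO2; technique: fluorescence imaging of beta-catenin antibody stain plus DAPI; measure: % activation, nuclear-to-cytoplasmic median beta-catenin signal ratio per cell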
# PMI inhibitors: inhibitors of human PMI, primary screen, biochemical, fluorescence intensity, coupled assay (AID 1209). 0.42% of 190,000 active. inhibition, % at 20 µM, or IC50 in µM where a hit was titrated. purified PMI enzyme, coupled fluorescence intensity; higher % means a stronger effect;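 note: plate controls were DMSO vehicle for no effect and wells lacking substrate for full effect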
# Yfh1-depleted yeast: mitochondrial function rescue without frataxin homolog – Friedreich's ataxia, plus single-dose screen, dose response (AID 1465) | fold induction at 50 µM; hits with a dose series show EC50 in µM | S. cerevisiae Yfh1-off respiration, WST-1 reduction, 72 h; higher fold induction means a stronger effect | 0.074% of 220,000 active;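 active = fold induction of absorbance versus untreated yeast above a set limit, then at least 30% activation at any dose in follow-up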;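 note: activators that raise dye reduction in frataxin-depleted yeast; strong numbers were not always called active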
# Insulin prom up: MIN6 insulin promoter up-regulation. MIN6 insulin promoter-GFP reporter, high-content imaging; active compounds read high. z-score at 5 µM. 0.3% of 190,000 active;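 active = z-score above 3 at 5 µM with at least 500 cells counted in the well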
# PMI inhibition: human PMI inhibitors, high substrate, primary screen, biochemical, fluorescence intensity, high mannose 6-phosphate (AID 1220); recombinant PMI enzyme, coupled fluorescence intensity; higher % means a stronger effect; one-dose inhibition, % at 20 µM; IC50 in µM for titrated hits; 0.66% of 190,000 active
# Dynein cargo inh: dynein cargo transport inhibition. z-score, hits read low. AID 1381. 3617.4 mouse cells, GR-EGFP nuclear translocation imaging; test concentration mostly 20 µM; stimulated with dexamethasone, 1 µM; active compounds read low. 0.47% of 220,000 active;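 active = plate z-score of nuclear minus cytoplasmic receptor signal below a set negative limit, without overly bright fluorescence or cell loss, cut at about -3.5 in these data, passing the limit was not always enough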;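 note: z-score of nuclear minus cytoplasmic ring GR-EGFP intensity difference per well; some compounds called inactive have numbers as strong as hits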
#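 Schedule: 48 h induction, then 1 h compound, then 30 min agonist, 37 °C. Buffer or medium: tetracycline-free induction medium containing charcoal-stripped FBS. Reagent: 1.0 µM final dexamethasone stimulus. Evaluation: nuclear versus cytoplasmic GR-EGFP signal, averaged per well. Signal: high-content fluorescence imaging after fixation.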
# WT yeast gro inh mutant strain: second read-out of WT yeast gro inh, no call of its own (marks repeat the call); inhibition, %; mitochondrial fusion phenotypic screen, mutant strain inhibition
# Dynein cargo inh cytoplasmic EGFP: further read-out of Dynein cargo inh, marked with its call; z-score; measured here: cytoplasmic GR-EGFP intensity; active compounds read high
# Dynein cargo inh nuclear GR-EGFP: further read-out of Dynein cargo inh, marked with its call; z-score; measured here: nuclear GR-EGFP intensity;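 lower value marks the stronger effect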
# Dynein cargo inh cell count: also measured in Dynein cargo inh; calls as there; z-score; measured here: cell count per field
# Insulin prom up cell count: recorded beside Insulin prom up, whose call it bears; cell count; measured here: cytotoxicity, nuclei count;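 total cells summed across four imaged fields per well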
# b-catenin transl cell count 5 µM: also measured in b-catenin transl; calls as there; cell count; measured here: cell count, cytotoxicity flag
# MT stabilize HCS Hoechst-high %: recorded beside MT stabilize HCS, whose call it bears; % Hoechst-high responders; measured here: nuclear condensation Hoechst responders;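 share of cells brighter than vehicle mean plus two SD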
# MT stabilize HCS cytotoxicity %: also measured in MT stabilize HCS; calls as there; toxicity, %; measured here: cytotoxicity by cell density;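 0% = mean cell density of plate MIN control wells and 100% = no cells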
# Autophagy mod cell loss 18 h: also measured in Autophagy mod; calls as there; toxicity, %; measured here: cell loss, nuclei count;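 cell loss after 18 h compound exposure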
# Starred values were filed as active, the others as inactive; i = inactive; / = not tested or not shown. Cut-off read from the data, not from the text of the source, unless noted: active = inhibition above about 50%; inactive = the rest. Random draw from the library; any-hit rate near 5%.
Compound,MT stabilize HCS,MT stabilize HCS Hoechst-high %,MT stabilize HCS cytotoxicity %,Autophagy mod,Autophagy mod cell loss 18 h,WT yeast gro inh,WT yeast gro inh mutant strain,b-catenin transl,b-catenin transl cell count 5 µM,PMI inhibitors,Yfh1-depleted yeast,Insulin prom up,Insulin prom up cell count,PMI inhibition,Dynein cargo inh,Dynein cargo inh cytoplasmic EGFP,Dynein cargo inh nuclear GR-EGFP,Dynein cargo inh cell count
CCN(CC)C(=O)Oc1ccc(Br)cc1C(=O)Nc1ccc(F)c(Cl)c1,/,/,/,/,/,/,/,-1.5,1141,/,i,0.08,1435,/,0.36,-0.18,0.19,-0.12
COC(=O)c1ccncc1N,3.2,2.1,7.0,i,-6,-8,3,0.4,867,2%,i,-0.61,1269,9%,-0.8,-0.32,0.34,-0.0093
COc1cccc(C2CC(C(F)(F)F)n3nc(C(=O)Nc4c(C)n(C)n(-c5ccccc5)c4=O)cc3N2)c1 (stereo unspecified),3.4,2.6,7.0,i,6,-9,6,2.0,1073,6%,i,-0.05,1607,3%,-0.0093,-0.33,0.7,0.64
COc1ccc(C2c3ccc(O)cc3Oc3ncn4nc(-c5ccncc5)nc4c32)cc1OC (stereo unspecified),/,/,/,/,/,/,/,-0.4,1064,/,i,-0.67,1319,/,0.87,-0.24,0.19,0.14
Cc1cc(/C=C2/NC(=O)NC2=O)c(C)n1-c1cccnc1,2.3,1.5,6.4,i,-4,-11,-9,-5.5,520,3%,i,-0.12,1439,10%,0.041,-0.27,0.25,0.2
O=C(Nc1ccc(F)cc1)C1CCN(S(=O)(=O)c2cccs2)CC1,1.9,1.5,0.1,i,4,5,-3,-0.6,974,7%,i,0.08,1608,2%,1.8,0.23,0.45,-1
CCN(CC)S(=O)(=O)c1cc(C(=O)Nc2cccnc2Cl)ccc1Cl,5.1,2.9,4.5,i,-6,-14,-2,4.0,1025,-17%,i,-0.08,1125,0%,-0.16,-0.35,0.35,0.28
O=C(Cn1cnc2c(cnn2-c2ccc(Cl)cc2)c1=O)NC1CCCCC1,4.2,1.6,0.7,i,19,-5,-4,-1.4,1065,8%,i,0.41,1999,8%,0.25,-0.19,0.37,0.21
COc1cccc(NC(=O)NCCC2=CCCCC2)c1,2.0,2.3,15,i,-41,17,8,-2.8,1113,4%,i,-0.07,1542,-4%,-0.56,0.12,-0.14,0.56
CCCn1c(SCC(N)=O)nc2c(c1=O)C1(CCCC1)Cc1ccccc1-2,5.4,3.6,5.9,i,-6,-17,-6,-3.5,969,2%,/,0.21,1645,1%,-0.94,-0.31,-1.1,0.2
CC(C)(C)NC(=S)NNC(=O)c1ccncc1,2.9,2.8,5.9,i,13,1,-17,0.7,485,7%,i,0.28,1162,8%,-0.68,-0.21,0.51,0.32
Cc1nnc(SCc2nnc(-c3ccc(Cl)cc3)o2)n1-c1ccccc1,/,/,/,/,/,/,/,-4.6,944,1%,i,0.33,1137,10%,/,/,/,/
CCCCn1nnnc1SCC(=O)NCc1ccco1,1.3,1.1,5.3,i,-9,-5,-1,4.5,1065,4%,/,0.69,1149,-14%,-0.65,-0.056,-0.44,0.67
O=C(NCC1CCCO1)C(c1cccs1)N(Cc1ccccc1)C(=O)c1ccc(-c2ccccc2)[nH]1 (stereo unspecified),3.9,1.2,7.9,i,14,49,14,-2.0,1050,28%,i,0.69,1476,16%,-0.43,-0.14,-0.54,1.4
COCCCNC(=S)NNC(=O)c1ccccn1,2.1,2.1,9.2,i,26,-6,-8,-2.5,1062,19%,i,0.28,1510,-10%,-0.53,-0.21,0.095,0.5
CCc1ccc(CCC(=O)Nc2nnc(C)s2)o1,1.4,1.0,25,i,-3,-4,0,/,/,2%,i,/,/,-4%,-0.41,-0.22,0.27,-0.66
CN(C(=O)c1ccccn1)c1nnc(-c2ccccn2)s1,3.1,3.1,11,i,6,21,4,3.0,1405,0%,i,0.2,1264,-3%,0.15,-0.29,0.39,-0.17
CN(C)CCCOC(=O)c1ccccc1,2.3,2.0,8.2,i,0,-13,-1,/,/,-7%,i,/,/,-6%,0.16,-0.24,-0.096,-0.11
O=C(c1cccs1)N(C(=O)c1cccs1)c1ccccn1,1.9,3.5,8.1,i,5,14,4,-2.3,1198,0%,i,-0.07,1062,-2%,0.24,-0.18,0.79,0.057
Cc1c(C(=O)N2CCN(c3cccc(Cl)c3)CC2)cccc1[N+](=O)[O-],3.0,2.4,6.3,i,-9,32,37,0.6,1524,14%,i,-0.32,1442,14%,0.64,-0.18,0.18,-0.64
CSc1nc(Cl)cc(N2CCOCC2)n1,3.2,2.2,3.7,i,-1,14,-1,1.1,1107,-17%,i,-0.75,1288,-15%,1.1,-0.27,0.53,0.27
COc1nc(N)nc(NC23CC4CC(CC(C4)C2)C3)n1,4.0,2.4,8.0,i,-5,0,17,-0.5,1115,7%,i,-0.49,1260,7%,-0.089,-0.23,-0.11,1
CC1=NN(c2ccc(C(=O)OC(C)C)cc2)C(=O)/C1=C\C=C\c1ccco1,4.0,2.3,2.1,i,-1,4,-4,1.3,1055,-11%,i,-1.1,565,-11%,-0.42,-0.074,-0.32,-0.58
COC(=O)c1ccccc1NC(=O)c1sc(N)nc1C,5.7,2.6,9.7,i,41,-6,0,2.9,1102,16%,i,/,/,14%,0.68,-0.32,-0.051,0.2
Cc1ncc(CO)c(/C=N/NC(=O)c2ccc(Br)cc2)c1O,1.9,3.2,9.9,i,7,-1,7,2.1,665,16%,i,0.01,1268,-39%,-0.47,-0.22,-0.037,0.53
Cc1nn(-c2ccccc2)c(C)c1C(=O)OCC(=O)N1CCN(S(=O)(=O)c2ccccc2)CC1,4.6,3.2,7.5,i,27,58,-17,-2.6,993,-2%,i,0.95,1172,-1%,0.96,-0.29,1.3,-1.8
COC(=O)Cn1c(CN2CCC(Cc3ccccc3)CC2)nc2c1c(=O)n(C)c(=O)n2C,2.3,1.8,4.0,i,-1,2,-2,-0.2,993,2%,i,-0.38,1354,1%,2.3,-0.19,1.2,-1.9
CC(C)Sc1nc(SCC(=O)O)c2c3c(sc2n1)COC(C)(C)C3,/,/,/,/,/,/,/,-0.7,1322,/,i,0.04,1032,/,0.48,-0.28,0.12,0.039
CCCc1[nH]nc2c1C(C1CCCCC1)C(C#N)=C(N)O2 (stereo unspecified),4.2,3.8,6.4,i,10,4,7,0.0,1073,15%,i,-0.26,1826,12%,-1.2,1,-0.33,0.45
CCOCCCNC(=O)NC(=O)CN1CCN(S(=O)(=O)c2ccc3c(c2)OCCO3)CC1,4.5,3.3,9.9,i,7,-22,14,-2.4,1129,10%,i,0.09,1400,8%,-0.5,-0.29,0.095,0.23
Cc1cc(C)nc(N2CCCC(C(=O)NCCc3ccccc3F)C2)n1 (stereo unspecified),1.7,1.6,7.2,i,12,3,-4,-3.1,945,3%,i,/,/,2%,-0.14,-0.27,-0.15,0.076
COc1ccc(OC)c(/C=C/C(=O)OCC(=O)Nc2ccc3c(c2)OCCO3)c1,18*,20*,25*,i,16,6,1,5.3,1013,-3%,i,-0.31,1442,-3%,0.21,-0.25,0.29,0.12
O=C(COC(=O)/C=C/c1ccc(F)cc1)Nc1cccc(S(=O)(=O)N2CCCC2)c1,3.0,2.1,8.7,i,-4,16,7,-6.2,1182,8%,i,0.38,1567,5%,3.1,-0.02,2.5,-2
CCCC(=O)N(c1ccc(C(=O)O)cc1)c1nc(-c2ccccc2)c(C)s1,1.7,1.3,5.8,i,21,-4,-1,-1.0,879,12%,i,-0.34,1436,13%,0.18,-0.28,0.027,0.26
CCn1c(=O)c([N+](=O)[O-])c(NCCCn2ccnc2)c2ccccc21,/,/,/,/,/,/,/,1.8,1351,/,i,0.6,1115,/,-0.59,-0.27,-0.17,1.1
CC12CCC(C(=O)N3CCCCC3)(CC1=O)C2(C)C (stereo unspecified),2.2,2.4,12,i,1,-8,1,0.2,1036,-4%,i,2.3,1287,-3%,-0.15,-0.24,0.22,0.21
O/N=C1/CC/C(=N\O)c2nn(-c3ccccc3)nc21,3.2,2.8,2.4,i,-9,-11,7,/,/,19%,i,-0.25,1284,16%,-1.1,-0.22,-0.13,0.5
COC(=O)c1cn(-c2ccccc2)nc1C(=O)OC,3.5,3.8,17,i,9,5,-10,-3.3,940,-1%,i,/,/,0%,1.2,-0.21,0.76,0.011
O=C(C1CCN(S(=O)(=O)c2cnc[nH]2)CC1)N1CCN(c2ncccn2)CC1,1.3,2.0,8.6,i,1,10,27,-0.5,1131,4%,i,0.31,1162,3%,-0.05,-0.27,0.25,1.8

# Retrieved one by one from the entries so far:
Compound,MT stabilize HCS,MT stabilize HCS Hoechst-high %,MT stabilize HCS cytotoxicity %,Autophagy mod,Autophagy mod cell loss 18 h,WT yeast gro inh,WT yeast gro inh mutant strain,b-catenin transl,b-catenin transl cell count 5 µM,PMI inhibitors,Yfh1-depleted yeast,Insulin prom up,Insulin prom up cell count,PMI inhibition,Dynein cargo inh,Dynein cargo inh cytoplasmic EGFP,Dynein cargo inh nuclear GR-EGFP,Dynein cargo inh cell count
COc1ccc(OC)c(/C=C/C(=O)OCC(=O)Nc2ccc3c(c2)OCCO3)c1,18*,20*,25*,i,16,6,1,5.3,1013,-3%,i,-0.31,1442,-3%,0.21,-0.25,0.29,0.12
Cc1nn(-c2ccccc2)c(C)c1C(=O)OCC(=O)N1CCN(S(=O)(=O)c2ccccc2)CC1,4.6,3.2,7.5,i,27,58,-17,-2.6,993,-2%,i,0.95,1172,-1%,0.96,-0.29,1.3,-1.8

# Screens deposited in PubChem BioAssay by several laboratories.
